C-LANA FP: inhibitors of KSHV C-LANA binding to DNA, primary screen, biochemical, fluorescence polarization, FAM-LBS DNA, MBP-C-LANA, single point; Kaposi's sarcoma herpesvirus LANA C-terminal domain (residues 932-1162) DNA binding; hit rate 0.078% among 340,000; inhibition, % at 9 µM;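 active means highest replicate inhibition at or above 60% at 9 µM, even if other replicates fall short; inactive means all replicates below 60% inhibition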;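 further: 0% = neutral control wells and 100% = 4 µM acridine orange control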
DAGLB inhibitor: DAGLB lipase inhibitors, primary screen, biochemical, fluorescence, HTS. inhibition, % at 5.17 µM. HEK293T DAGLB membrane lysate, EnzChek fluorogenic substrate. hit rate 0.059% among 340,000; in the data active means inhibition above about 34%;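 further: 0% = enzyme with vehicle and 100% = wells lacking enzyme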
Target sequence (Q8NCG7 whole entry, looked up): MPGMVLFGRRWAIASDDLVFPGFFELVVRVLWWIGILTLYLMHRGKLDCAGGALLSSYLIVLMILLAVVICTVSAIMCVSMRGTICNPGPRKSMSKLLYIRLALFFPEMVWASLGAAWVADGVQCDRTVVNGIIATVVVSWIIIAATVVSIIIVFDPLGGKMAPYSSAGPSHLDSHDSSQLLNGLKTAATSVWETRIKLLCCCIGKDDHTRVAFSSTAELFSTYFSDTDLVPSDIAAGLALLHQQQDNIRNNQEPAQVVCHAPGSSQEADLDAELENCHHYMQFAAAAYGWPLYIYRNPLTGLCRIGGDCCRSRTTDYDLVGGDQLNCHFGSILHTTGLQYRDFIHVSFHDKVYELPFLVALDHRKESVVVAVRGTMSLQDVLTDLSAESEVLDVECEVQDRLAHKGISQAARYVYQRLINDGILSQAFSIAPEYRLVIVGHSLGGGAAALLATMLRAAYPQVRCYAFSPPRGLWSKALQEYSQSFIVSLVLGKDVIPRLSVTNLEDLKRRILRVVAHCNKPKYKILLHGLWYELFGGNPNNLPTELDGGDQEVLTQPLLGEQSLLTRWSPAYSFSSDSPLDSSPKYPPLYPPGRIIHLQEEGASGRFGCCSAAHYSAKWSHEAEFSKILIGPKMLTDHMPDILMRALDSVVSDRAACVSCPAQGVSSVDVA
Keap1 Nrf2 FP: Keap1-Nrf2 protein-protein interaction inhibitors, primary screen, biochemical, fluorescence polarization, single point; Kelch-like ECH-associated protein 1 (Homo sapiens), Q14145; Keap1 Kelch-Nrf2 peptide fluorescence polarization, 1536-well; inhibition, % at 9.4 µM; hit rate 0.15% among 340,000; AID 504523, 2011; in the data active means inhibition above about 12%;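 further: human Keap1 Kelch domain with fluorescein labeled Nrf2 9mer peptide probe; 0% = neutral control wells and 100% = peptide positive control; higher means more block of Keap1 binding to Nrf2 peptide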
SR-BI DiI-HDL act: activators of SR-BI mediated DiI-HDL uptake, primary screen, ldlA[mSR-BI] CHO cells, DiI fluorescence. 3 h; 100 = double the neutral-control signal. AID 504775, 2011. activation, % at 12.5 µM. hit rate 0.096% among 320,000;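 active means mean replicate activation of at least 60% and every replicate at or above 60%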;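 further: 0% = median plate neutral-control signal and 100% = twice that signal; values of inactives mirror those of a sister screen read the other way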
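material = CHO ldlA[mSR-BI] cells | medium = Ham's F12 with 0.5% BSA, HEPES 25 mM, pH 7.4 | reagent = fluorescent DiI-HDL, 10 µg/mL final | compound dosing = single-point compound dose | incubation = 3 h, 37 °C | measured by = bottom-read fluorescence, 550/595 nm | measure = HDL uptake via cellular fluorescence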
RTF Ca sens inh: cardiac RTF calcium sensitivity inhibitors, primary screen, biochemical, IANBD-TnC fluorescence, EC70 calcium; Troponin I, cardiac muscle (Homo sapiens) + Troponin T, cardiac muscle (Homo sapiens) + …; IANBD-labeled cardiac RTF, Ca2+ fluorescence; inhibition, % at 7.15 µM; hit rate 0.12% among 340,000;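 active means inhibition above the mean inhibition of all tested compounds plus 3 SD, cut at about 17% in these data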;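 further: assay run at fixed EC70 calcium of 1.6 mM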
NSD2 inh: NSD2 histone methyltransferase inhibitors, primary screen, biochemical, AlphaScreen, single concentration, set 2; Histone-lysine N-methyltransferase NSD2 (Homo sapiens), O96028; NSD2 peptide methylation, 120 min; inhibition, % at 12.5 µM; hit rate 0.54% among 310,000; AID 743445, 2014; in the data active means inhibition above about 50%
PKA-R2B activ: activators of PKA-R2B holoenzyme, primary screen, biochemical, fluorescence polarization, Cy5-IP20, human; cAMP-dependent protein kinase catalytic subunit beta (Homo sapiens) + cAMP-dependent …; PKA-R2B holoenzyme dissociation; R2B truncated from residue 108, S112A mutant; 0% DMSO only, 100% 113 µM cGMP; activation, % at 11.4 µM; hit rate 0.079% among 340,000; AID 504700, 2011;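 active means activation above a cutoff set at the mean over all compounds plus 3 SD, cut at about 18% in these data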;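 further: higher means more holoenzyme dissociation and a rise in polarization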
Target sequence (P31323 whole entry, looked up, other chains not shown, the tested form may be a part): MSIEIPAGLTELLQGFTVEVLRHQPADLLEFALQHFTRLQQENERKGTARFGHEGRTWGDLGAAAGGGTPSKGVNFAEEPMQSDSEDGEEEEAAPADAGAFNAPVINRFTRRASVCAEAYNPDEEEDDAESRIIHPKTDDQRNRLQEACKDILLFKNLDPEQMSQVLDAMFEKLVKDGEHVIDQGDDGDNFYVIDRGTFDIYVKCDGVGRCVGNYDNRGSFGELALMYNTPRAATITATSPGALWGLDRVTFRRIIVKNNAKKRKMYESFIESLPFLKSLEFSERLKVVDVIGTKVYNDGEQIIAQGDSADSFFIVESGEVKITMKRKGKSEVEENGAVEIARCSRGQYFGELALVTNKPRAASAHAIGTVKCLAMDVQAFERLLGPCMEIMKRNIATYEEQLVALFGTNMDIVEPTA
SR-BI HDL uptake: inhibitors of SR-BI mediated HDL lipid uptake, primary screen, ldlA[mSR-BI] cells, fluorescence, single point; ldlA[mSR-BI] CHO cells, DiI-HDL uptake fluorescence, 3 h; inhibition, % at 12.5 µM; hit rate 0.96% among 320,000; AID 488896, 2010;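 active means mean replicate inhibition of at least 70% and a set share of replicates each scoring 70 or more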;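 further: 0% = median of neutral control wells and 100% = median of positive control wells; values of inactives mirror those of a sister screen read the other way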
Arr AP2 block: inhibitors of beta-arrestin/AP2 binding, primary screen, biochemical, GPCR trafficking, flow cytometry | FITC-arrestin peptide / GST-AP2 beads; AP2 beta2 appendage carries R879A mutation | inhibition, % at 10 µM | hit rate 0.31% among 340,000;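 active means inhibition above a set limit, near 3 SD of compounds lacking own fluorescence, cut at about 54% in these data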;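 further: plate controls were DMSO wells for no effect and 5 µM unlabelled arrestin peptide for full effect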
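Material – AP2 appendage R879A on GSH beads · Buffer or medium – PBS with 0.05% Tween 20 and 0.1% BSA · Probe or stimulus – fluorescein-tagged arrestin peptide at 50 nM final · Incubation – compound with beads 12 min RT, then probe 1 h RT · Detection – high-throughput flow cytometry of beads, ex 488, em 535 nm · Evaluation – percent response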
PvdQ inh: P. aeruginosa PvdQ acylase inhibitors, primary screen, biochemical, fluorescence, plate reader and imaging, single point; purified PvdQ acylase; hit rate 0.063% among 340,000; inhibition, % at 10 µM; PvdQ acylase [Pseudomonas aeruginosa LESB58]; AID 488965, 2010; in the data active means inhibition above about 30%, passing the limit was not always enough;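 further: 0% = vehicle neutral wells and 100% = reference inhibitor wells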
* hit, by the source's call; / = not tested or not shown.

[1] O=C(COC(=O)CCC(=O)c1cccs1)NCc1ccccc1
[2] COc1cccc(-n2nnnc2SCC(=O)Nc2ccc(OC)cc2OC)c1
[3] CCOc1ccc(-n2cc(C(=O)NC(C)C)c3cc(OC)c(OC)cc3c2=O)cc1
[4] COc1ccc(/C=N/NC(=O)c2c(C)nc3ccc(Br)cn23)cc1OC
[5] CCOc1ccc(OCC)c(S(=O)(=O)NCc2cccnc2)c1
[6] CCc1ccccc1NNC(=O)c1snnc1C
[7] CC1=NN(C(N)=S)C(=O)C1N=Nc1ccc(O)cc1 (configuration not stated)
[8] COc1cc(/C=C/C(=O)OCC(=O)N2CCN(S(=O)(=O)c3ccc(C)cc3C)CC2)cc(Cl)c1OC

assay / entry	1	2	3	4	5	6	7	8
C-LANA FP	1.7	-1.3	1.4	1.0	0.3	0.9	-1.0	-1.9
DAGLB inhibitor	2	-3	0	3	0	/	4	1
Keap1 Nrf2 FP	0	-1	-5	3	5	-4	0	1
SR-BI DiI-HDL act	9	11	-18	-12	-1	-7	-6	-44
RTF Ca sens inh	-7	-6	-1	-2	-1	/	-10	6
NSD2 inh	-3	-1	-4	-2	2	-3	-2	-1
PKA-R2B activ	-4	-3	2	-8	-1	/	-5	0
SR-BI HDL uptake	-9	-11	18	12	1	7	6	44
Arr AP2 block	21	8	-8	-6	-4	6	6	6
PvdQ inh	-2	-9	-13	-3	-16	-11	11	-15

[9] COc1ccc(S(=O)(=O)N2CCN(C(=S)NCCc3ccccc3)CC2)cc1
[10] CC12CN3CC(C)(CN(C1)C3c1cc3ccccc3[nH]1)C2=O (configuration not stated)
[11] CN1CCN(c2ccc(Cl)cc2NC(=O)/C=C/c2cccc(F)c2)CC1
[12] Cc1c(C(=O)Nc2ccc(S(=O)(=O)Nc3ncccn3)cc2)oc2ccc(Cl)cc12
[13] Cc1cccc(-c2noc(C(C)NC(=O)c3ccco3)n2)c1 (configuration not stated)
[14] CN(Cc1cccnc1)Cc1cn(C)nc1-c1ccc(Oc2ccccc2)cc1
[15] O=c1oc(CCO)cc2ccc(Br)cc12
[16] COC(=O)Cc1ccc(NC(=S)NCc2ccc(Cl)cc2)cc1

assay / entry	9	10	11	12	13	14	15	16
C-LANA FP	-0.5	0.8	-0.9	0.2	0.2	2.3	0.9	-0.4
DAGLB inhibitor	2	1	2	3	-3	0	-1	-4
Keap1 Nrf2 FP	-5	-1	0	-3	0	3	1	-5
SR-BI DiI-HDL act	48	19	-24	3	/	-8	12	18
RTF Ca sens inh	-4	8	1	-3	-22	-6	3	4
NSD2 inh	-1	-4	6	-1	0	/	/	-1
PKA-R2B activ	-3	-9	-1	1	-14	-10	3	4
SR-BI HDL uptake	-48	-19	24	-3	/	8	-12	-18
Arr AP2 block	3	-4	-5	-4	24	-17	23	2
PvdQ inh	-7	0	-12	-16	-2	-10	1	-12

[17] C=CCn1c(SCC(=O)N2CCOCC2)nc2sc(C)c(C)c2c1=O
[18] COc1cc2cc(C(=O)N(C)Cc3ccccc3)[nH]c2cc1OC
[19] CCOc1ccc2nc(N(CCN(C)C)C(=O)c3cc4ccccc4cc3OC)sc2c1
[20] Cc1ccc(S(=O)(=O)N2CCCCC2)c(C)c1NS(C)(=O)=O
[21] CCCc1nc(SCC(=O)Nc2ccccc2OC)c2c(=O)n(C)c(=O)n(C)c2n1
[22] CCc1ccc(OCC(O)CN2CCN(c3ccccn3)CC2)cc1 (configuration not stated)
[23] COc1ccc(C(=O)/C=C2\C(=O)Nc3ccc(Br)cc32)cc1
[24] CN(CC(=O)Nc1c(Cl)cccc1Cl)C(=O)CCNS(=O)(=O)c1ccccc1C(F)(F)F

assay / entry	17	18	19	20	21	22	23	24
C-LANA FP	0.9	-0.5	-0.8	0.2	-1.1	0.0	0.6	0.2
DAGLB inhibitor	-2	3	0	2	2	-3	4	-1
Keap1 Nrf2 FP	-2	1	0	2	0	-1	0	0
SR-BI DiI-HDL act	/	-28	-28	-7	-25	12	-56	-10
RTF Ca sens inh	-6	-12	-2	-3	-4	-7	-8	-2
NSD2 inh	-2	-2	0	-2	/	1	0	24
PKA-R2B activ	7	5	-12	-5	5	3	-11	0
SR-BI HDL uptake	/	28	28	7	25	-12	56	10
Arr AP2 block	-19	35	-2	-3	6	1	-5	9
PvdQ inh	-13	-12	-6	-12	-6	-3	-6	-7

[25] CC(C)c1ccc(NC2CCCN(C(=O)C3=NN(C)C(=O)CC3)C2)cc1 (configuration not stated)
[26] Cc1cc(NCc2ccccc2Cl)n2nnnc2n1
[27] N/C(CN1CCCC1=O)=N\OC(=O)c1ccc(Cl)cc1
[28] COc1ccc(N(CC(=O)O)S(=O)(=O)c2cccnc2)cc1
[29] O=C1c2cccc3cccc(c23)N1Cc1cccc(F)c1
[30] Cc1ccccc1-c1noc(CNC(=O)COc2ccccc2)n1
[31] Cc1ccn2c(=O)nc(SCC(=O)N3CCCC3)nc2c1
[32] COc1ccc(S(=O)(=O)NCC2(N3CCOCC3)CCCCC2)cc1OC

assay / entry	25	26	27	28	29	30	31	32
C-LANA FP	-0.8	-0.2	0.8	2.2	-0.6	-0.9	0.2	-1.0
DAGLB inhibitor	2	-3	0	-2	-2	-6	-3	-1
Keap1 Nrf2 FP	-1	-4	-2	3	-4	2	1	-4
SR-BI DiI-HDL act	18	20	22	13	/	14	19	22
RTF Ca sens inh	-3	-5	-6	-7	-21	-2	-2	-12
NSD2 inh	-3	0	14	/	-53	-2	4	-2
PKA-R2B activ	-6	0	7	-2	-7	-7	9	1
SR-BI HDL uptake	-18	-20	-22	-13	/	-14	-19	-22
Arr AP2 block	-1	3	-11	-6	11	-5	2	3
PvdQ inh	-9	12	-9	-17	-6	-10	-9	-7

[33] Cc1c(CC(Cl)(Cl)Cl)c2c(n1O)CC(C)(C)CC2=O
[34] O=C(COc1ccc(Cl)cc1)NCCSCc1cccc(Cl)c1
[35] Cc1nc(N)nc(COc2ccccc2)n1
[36] COc1ccc(CNS(=O)(=O)c2cc(-c3cc(C)no3)ccc2C(C)C)cc1
[37] CN(C)S(=O)(=O)c1ccc(S(=O)(=O)NC2CCOC(C)(C)C2)cc1 (configuration not stated)
[38] Cc1ccc(C)c(N(C)S(=O)(=O)c2ccc3[nH]cc(C(=O)NCCN4CCOCC4)c(=O)c3c2)c1
[39] CCCN(CC(=O)Nc1ccccc1C)C(=O)c1ccc(C(=O)c2ccccc2)cc1
[40] O=C1CCCC/C1=C/Nc1ccc(S(=O)(=O)Nc2ncccn2)cc1

assay / entry	33	34	35	36	37	38	39	40
C-LANA FP	1.4	2.6	37	1.8	-0.7	-0.1	-1.3	1.8
DAGLB inhibitor	1	-14	-2	-2	-1	1	0	0
Keap1 Nrf2 FP	2	2	-7	-3	0	-1	2	-1
SR-BI DiI-HDL act	21	-3	8	-32	11	23	-45	34
RTF Ca sens inh	1	7	4	4	-4	-1	7	3
NSD2 inh	3	-4	-1	-2	0	2	1	0
PKA-R2B activ	-3	-15	7	-3	-1	-4	-4	0
SR-BI HDL uptake	-21	3	-8	32	-11	-23	45	-34
Arr AP2 block	14	-7	1	-20	22	3	35	25
PvdQ inh	-9	1	-17	-14	3	4	1	-5

[41] O=C(OCC(=O)c1cccs1)c1ccccc1
[42] O=C(Nc1ccc(F)cc1)NC1(C(=O)NCc2ccco2)CCCCC1
[43] CCOc1ccc(N2Cc3ncccc3C2=O)cc1
[44] CCOc1ccc(C(=O)C(C)OC(=O)C2CCN(c3ccc(C(F)(F)F)cn3)CC2)cc1 (configuration not stated)
[45] O=C(O)c1cccc(S(=O)(=O)NCCc2ccccc2)c1
[46] CCCc1nnc(NC(=O)CCC(=O)N2CCN(c3ccccn3)CC2)s1
[47] Cc1ccc(S(=O)(=O)n2nc(C)cc2N)cc1
[48] CC(C)(C)c1ccc(NC(=O)c2ccccc2)c([N+](=O)[O-])c1

assay / entry	41	42	43	44	45	46	47	48
C-LANA FP	1.8	0.1	1.0	-1.7	-2.3	-1.3	0.3	0.7
DAGLB inhibitor	-1	0	0	-8	-2	-1	3	-8
Keap1 Nrf2 FP	1	-1	0	-5	2	4	2	-6
SR-BI DiI-HDL act	-1	-7	1	-55	5	19	24	0
RTF Ca sens inh	7	-2	-9	-6	-12	-3	-11	-13
NSD2 inh	-2	2	/	-7	-1	-3	-2	4
PKA-R2B activ	-2	10	-10	-1	-7	7	-3	-4
SR-BI HDL uptake	1	7	-1	55	-5	-19	-24	0
Arr AP2 block	9	26	-5	-7	5	8	9	3
PvdQ inh	-10	11	-16	-11	7	21	-1	0

Record cards, from the list above. Values in the order: C-LANA FP, DAGLB inhibitor, Keap1 Nrf2 FP, SR-BI DiI-HDL act, RTF Ca sens inh, NSD2 inh, PKA-R2B activ, SR-BI HDL uptake, Arr AP2 block, PvdQ inh
CC(C)(C)c1ccc(NC(=O)c2ccccc2)c([N+](=O)[O-])c1 in the list: 0.7, -8, -6, 0, -13, 4, -4, 0, 3, 0
CCOc1ccc(N2Cc3ncccc3C2=O)cc1 in the list: 1.0, 0, 0, 1, -9, /, -10, -1, -5, -16
O=C(OCC(=O)c1cccs1)c1ccccc1 in the list: 1.8, -1, 1, -1, 7, -2, -2, 1, 9, -10
O=C(O)c1cccc(S(=O)(=O)NCCc2ccccc2)c1 in the list: -2.3, -2, 2, 5, -12, -1, -7, -5, 5, 7
Cc1ccc(S(=O)(=O)n2nc(C)cc2N)cc1 in the list: 0.3, 3, 2, 24, -11, -2, -3, -24, 9, -1

Next structures follow:
[49] O=C(N/N=C/C(Cl)=C/c1ccccc1)c1ccccc1F
[50] CCOC(=O)c1sc(-c2ccc(Br)cc2)cc1N
[51] COc1cccc(-c2csc3ncnc(Sc4nnnn4C)c23)c1
[52] CCCOc1ccc(C(=O)CCC(=O)OCC(=O)Nc2cccc(S(N)(=O)=O)c2)cc1

assay / entry	49	50	51	52
C-LANA FP	-0.4	-0.8	-1.8	0.9
DAGLB inhibitor	-3	-7	0	3
Keap1 Nrf2 FP	1	-2	-7	-2
SR-BI DiI-HDL act	7	-34	-7	26
RTF Ca sens inh	-2	2	-4	-9
NSD2 inh	-4	3	/	1
PKA-R2B activ	-1	-15	6	5
SR-BI HDL uptake	-7	34	7	-26
Arr AP2 block	18	1	-4	10
PvdQ inh	-3	-11	-16	49*

Screening data from PubChem BioAssay.
